TRHR ag – agonists of human TRH receptor | P34981 | TRHR cells, calcium flux fluo-8, FDSS agonist mode | activation, % at 2 µM | 0.18% of 360,000 active; in the data active means activation above about 30%; further: 0% is about no effect
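Agonist-mode FDSS calcium read (Ex 480/Em 530, 1 s cycles) in 1536-well TRHR cells with fluo-8 dye, after 10-cycle baseline and 23 nL compound addition; TRH at EC20 (10 nM final) added afterwards for the enhancer phase.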
Pin1 inhibitor – inhibitors of human Pin1; Pin1 FP peptide displacement, HiFluor488, 10 min; AID 504891; Q13526; 0.009% of 390,000 active; Potency, µM (top dose mostly 115 µM), without a hit: at the highest dose activity, negative = inhibition, actives largely listed as inhibitors; active means well fitted inhibition curve with a large enough effect in the polarisation, with a control signal flat, not every such curve was filed as active; inconclusive means small, poorly fitted or top-dose-only effect, or effect the other way, or a change in a side signal; inactive means no such curve, though single readings can be large or run the other way; the % refers to the polarisation; further: potency means the concentration at half of the fitted maximal effect; on the % scale 0 is the no-effect control and ±100 the full control effect
Target sequence (Q13526 whole entry, looked up): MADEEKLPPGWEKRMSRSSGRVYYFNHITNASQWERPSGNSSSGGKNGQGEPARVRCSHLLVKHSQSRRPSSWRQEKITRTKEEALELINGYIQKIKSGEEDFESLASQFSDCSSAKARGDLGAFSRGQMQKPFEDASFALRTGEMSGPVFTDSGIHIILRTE
TRHR PAM – TRH receptor (human) allosteric enhancement; P34981; TRHR cells, fluo-8 calcium fluorescence, EC20 TRH enhancement; enhancement, % at 2 µM; 0.66% of 360,000 active; AID 493056; in the data active means enhancement above about 30%; further: 0% is about no effect
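Enhancer read-out: after compound pinning and an initial kinetic agonist-mode read, an EC20 of TRH (10 nM final) was injected and fluo-8 calcium signal (Ex 480/Em 530) followed at 1 s/cycle for 100 cycles in TRHR-expressing cells.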
IDH1 R132H inh – inhibitors of human mutant IDH1 R132H; 0.093% of 390,000 active; O75874; Potency, µM (top dose mostly 76.6 µM), inactives show at the top dose activity change, negative = inhibition, hits mostly inhibitors; IDH1-R132H enzyme, NADPH consumption, diaphorase/resazurin fluorescence; further: potency means the concentration at half of the fitted maximal effect; on the % scale 0 is the no-effect control and ±100 the full control effect; nearly all actives have a fitted effect of over 65% in size
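IDH1-R132H (0.5 ug/mL dispensed) in pH 7.5 Tris buffer was preincubated 30 min with compound, then given a substrate mix of 0.016 mM NADPH and 2 mM alpha-KG for 80 min at room temperature; remaining NADPH was read by diaphorase/resazurin fluorescence.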
D2 agonist – activates the human D2 dopamine receptor; P14416; 0.53% of 340,000 active; AID 485358; HEK293 T-REx D2 cells, calcium flux agonist mode; activation, % at 2 µM;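 active means activation over 3 SD above normal in the single-dose calcium agonist read, cut at about 30% in these data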; further: 0% is about no effect
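Tetracycline-induced HEK293 Trex cells with D2 receptor force-coupled to calcium signaling, plated overnight at 30 C and loaded with no-wash calcium dye. Calcium flux read kinetically for 180 s after compound addition; responses flag agonists.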
rTrxR1 inhibitor – inhibitors of rat thioredoxin reductase 1; recombinant rTrxR1, NADPH fluorescence consumption, selenite substrate; 1% of 390,000 active; O89049; Potency, µM (doses to about 114 µM), for the others: at the top dose activity change, negative = inhibition, most hits filed as inhibitors; further: potency means the concentration at half of the fitted maximal effect; on the % scale 0 is the no-effect control and ±100 the full control effect; nearly all actives have a fitted effect of over 65% in size
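Rat TrxR1 (90 nM in the dispensed reagent) was pre-reduced with 400 uM NADPH for 5 min at room temperature, then incubated with compound for 15 min. After 400 uM selenite was added, NADPH fluorescence (Ex 340/Em 450 nm) was followed for 8 min.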
TrxR1 substrate – substrates of rat thioredoxin reductase 1. 0.01% of 390,000 active. AID 588456. Potency, µM (doses to about 114 µM), without a hit: at the highest dose activity change, negative = substrate turnover. O89049. purified TrxR1 substrate turnover, NADPH consumption readout; further: potency means the concentration at half of the fitted maximal effect; on the % scale 0 is the no-effect control and ±100 the full control effect; nearly all actives have a fitted effect of over 50% in size
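Rat TrxR1, dispensed at 90 nM, was prereduced with 400 uM NADPH (final) for 5 min at ~22 deg C, then incubated with compound 15 min before 400 uM selenite. A first-read NADPH fluorescence drop versus no-compound background flagged substrates.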
USP1-UAF1 inh – inhibitors of human USP1/UAF1 deubiquitinase | O94782 | recombinant USP1/UAF1, Ub-Rhodamine cleavage fluorescence | Potency, µM (series often up to 57.1 µM), for the others: at the highest dose activity change, negative = inhibition, most hits filed as inhibitors | 0.23% of 390,000 active; further: potency means the concentration at half of the fitted maximal effect; on the % scale 0 is the no-effect control and ±100 the full control effect; nearly all actives have a fitted effect of over 60% in size; inactives centre near -12
Target sequence (O94782 whole entry, looked up): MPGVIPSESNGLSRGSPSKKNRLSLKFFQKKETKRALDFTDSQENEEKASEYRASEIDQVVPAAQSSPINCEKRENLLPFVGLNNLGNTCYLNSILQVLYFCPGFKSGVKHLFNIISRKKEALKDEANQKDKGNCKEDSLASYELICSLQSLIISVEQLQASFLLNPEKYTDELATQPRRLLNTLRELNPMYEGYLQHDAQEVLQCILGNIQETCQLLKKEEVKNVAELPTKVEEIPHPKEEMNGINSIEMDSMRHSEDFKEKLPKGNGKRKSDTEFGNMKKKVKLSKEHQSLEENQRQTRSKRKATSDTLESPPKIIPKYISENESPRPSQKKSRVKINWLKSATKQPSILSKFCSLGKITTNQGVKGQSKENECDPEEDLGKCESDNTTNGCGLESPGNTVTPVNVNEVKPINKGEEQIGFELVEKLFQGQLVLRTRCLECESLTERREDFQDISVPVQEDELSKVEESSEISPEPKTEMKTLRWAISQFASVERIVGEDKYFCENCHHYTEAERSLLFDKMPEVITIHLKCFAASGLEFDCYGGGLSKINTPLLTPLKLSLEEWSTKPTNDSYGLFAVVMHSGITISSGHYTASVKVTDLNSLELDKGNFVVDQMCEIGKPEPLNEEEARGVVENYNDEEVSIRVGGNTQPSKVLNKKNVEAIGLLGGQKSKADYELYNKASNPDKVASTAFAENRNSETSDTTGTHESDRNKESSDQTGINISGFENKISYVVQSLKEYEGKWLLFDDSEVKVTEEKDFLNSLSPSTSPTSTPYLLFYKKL
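In this screen, compounds sit with the deubiquitinase complex (1nM) for 15 min at room temperature before Ub-Rho is added at 150nM final. Fluorescence rise is then followed for 6 reads every 60 seconds.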
D2 antag – D2 dopamine receptor (human) antagonism | P14416 | HEK293 TREx D2 cells, calcium flux, dopamine EC80 | inhibition, % at 10 µM | 2% of 340,000 active; in the data active means inhibition above about 30%; further: 0% is about no effect
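Cells plated overnight at 30 C with tetracycline; no-wash calcium dye, 30–90 min RT; 10 s baseline; compound pinned; 180 s read; EC80 dopamine added; another 180 s read.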
* marks the source's active call; other numbers are inactive results; ? = inconclusive; nt = not tested or not shown; [ ] = another dose, or the depositor's remark. Unless noted, the call rests on the fitted dose curve; in most records, active means well fitted inhibition curve with a large enough effect; inconclusive means small, poorly fitted or top-dose-only effect; inactive means no such curve, though single readings can be large or run the other way. A portion of the library. The share of hits here may be higher or lower than overall.

SMILES	TRHR ag	Pin1 inhibitor	TRHR PAM	IDH1 R132H inh	D2 agonist	rTrxR1 inhibitor	TrxR1 substrate	USP1-UAF1 inh	D2 antag
Cc1ccccc1C1c2[nH]c3ccccc3c2CCN1CCCn1cccn1 (configuration not stated)	0.3	0%	1	1%	0.3	56%[activator]	46%[activator]	-10%	-6
CC(C)Cn1c(SCc2nc3ccccc3c(=O)[nH]2)nc2ccccc2c1=O	-0.1	-1%	3	-3%	-0.1	-36%	8%	-8%	-5
CCN(C(=O)c1coc(=O)c(Br)c1)c1ccc2c(c1)OCO2	1.3	?	6	3%	-0.2	-3%	246%[activator]	?	-9
CC(C)n1c2ccccc2c2nc3ccccc3nc21	-0.3	3%	1	5%	-0.7	0%	4%	-17%	-10
O=C(Cn1c(C(=O)N2CCN(C3CCCCC3)CC2)cc2sccc21)c1ccccc1	-0.8	2%	6	8%	-0.5	10%	2%	-19%	-1
O=C(O)CSC1CC(=O)N(c2ccc(Br)cc2)C1=O (configuration not stated)	-0.3	4%	40*	4%	-1.3	39%[11.4 µM]	16%	1%	-11
CCc1cccc(C)c1NC(=O)CN(C)Cc1ccc(Br)cc1	1.1	3%	-10	5%	2.0	-5%	-10%	-10%	-5
O=C(Cn1ccc([N+](=O)[O-])n1)NCc1ccccc1	nt	-9%	nt	3%	nt	4%[57.1 µM]	2%[57.1 µM]	-8%	nt
CCOC(=O)C1(CC2CC2)CCN(Cc2cnc(-c3ccccc3C)nc2)CC1	-1.2	12%	0	12%	0.0	-8%	-7%	-17%	-12
CC(=O)c1c(C)[nH]c(C(=O)NC2CCSc3ccccc32)c1C (configuration not stated)	-0.1	-2%	-1	-5%	0.5	14%	-2%	-14%	1
COc1ccc(S(=O)(=O)c2c(O)cc(C)c(NS(=O)(=O)c3ccccc3)c2C)cc1	-1.0	?	-4	-11%	-1.1	35%	1%	-26%	-9
CCCC(=O)Nc1ccc(C(=O)/C=C/c2ccc(SC)cc2)cc1	0.0	9%	7	4%	0.3	19%	8%	-19%	23
CCOCCc1nnc(NC(=O)Cc2ccc(Br)cc2)s1	2.0	4%	6	-1%	-0.3	31%[activator]	17%	-15%	9
CCC(Sc1nc2cc3c(cc2c(=O)n1Cc1ccco1)OCO3)C(=O)Nc1ccccc1OC (configuration not stated)	0.5	-8%	-4	0%	0.1	19%	13%	-10%	-3
CC(C)(C)CC(C)(C)NCC(O)COc1c(F)cc(Br)cc1F (configuration not stated)	1.9	1%	21	1%	2.1	6%[57.1 µM]	12%[57.1 µM]	-1%	5
O=C(CSc1nnnn1Cc1ccccc1)NC1CCCCC1	0.5	-3%	-3	-4%	-0.9	36%	2%	-16%	-3
CCOC(=O)c1nn(-c2ccc([N+](=O)[O-])cc2)cc1O	0.2	-1%	0	-9%	0.2	8%	-8%	-17%	4
CC(OC(=O)c1cc(=O)[nH]c2ccccc12)C(=O)NCc1ccccc1 (configuration not stated)	0.0	0%	-3	-5%	0.1	7%	7%	-18%	-7
CS(=O)(=O)N(CC(=O)N1CCOCC1)c1ccc(Cl)cc1	0.3	-1%	28	-3%	0.9	19%	2%	-11%	6
CCCCOC(=O)c1c(C)oc2ccc(NS(=O)(=O)c3ccc(F)cc3C)cc12	1.0	8%	-3	3%	nt	58%[activator]	0%	?	nt

Continued; the last five above are carried over.
SMILES	TRHR ag	Pin1 inhibitor	TRHR PAM	IDH1 R132H inh	D2 agonist	rTrxR1 inhibitor	TrxR1 substrate	USP1-UAF1 inh	D2 antag
O=C(CSc1nnnn1Cc1ccccc1)NC1CCCCC1	0.5	-3%	-3	-4%	-0.9	36%	2%	-16%	-3
CCOC(=O)c1nn(-c2ccc([N+](=O)[O-])cc2)cc1O	0.2	-1%	0	-9%	0.2	8%	-8%	-17%	4
CC(OC(=O)c1cc(=O)[nH]c2ccccc12)C(=O)NCc1ccccc1 (configuration not stated)	0.0	0%	-3	-5%	0.1	7%	7%	-18%	-7
CS(=O)(=O)N(CC(=O)N1CCOCC1)c1ccc(Cl)cc1	0.3	-1%	28	-3%	0.9	19%	2%	-11%	6
CCCCOC(=O)c1c(C)oc2ccc(NS(=O)(=O)c3ccc(F)cc3C)cc12	1.0	8%	-3	3%	nt	58%[activator]	0%	?	nt
Cn1c(O)c(C=NC(CC(N)=O)C(=O)O)c(=O)n(C)c1=O (configuration not stated)	0.4	nt	5	nt	-0.4	nt	nt	nt	18
CCN(C(=O)COC(=O)/C=C/c1ccccc1)C1CCCCC1	-0.3	-4%	-1	8%	3.0	15%[57.1 µM]	12%[57.1 µM]	-17%	-3
COc1cc(C2Nc3ccc4ncccc4c3C3=C2C(=O)CCC3)ccc1O (configuration not stated)	0.0	4%	8	-1%	0.7	-6%	-4%	1%	-19
CCc1cccc(C)c1NC(=O)CC(C)(C)CC(=O)O	0.9	-1%	-5	5%	0.1	8%[57.1 µM]	7%[57.1 µM]	-10%	30
Cc1ccc(CCNS(=O)(=O)c2c(C)nc3sc(C)c(C)n3c2=O)cc1	-0.1	2%	1	12%	nt	6%	53%[activator]	-12%	nt
O=c1[nH]c(/C=C/c2ccc(Br)cc2)nc2ccccc12	0.8	-8%	-1	10%	0.4	17%	24%	-22%	-14
COc1ccc(N2C(=O)N[C@@H](Cc3ccccc3)C2=O)cc1OC	0.0	-6%	-7	-7%	-0.1	14%	-3%	-16%	6
CS(=O)(=O)Nc1ccccc1C(=O)N1CCOCC1	0.0	-6%	-5	5%	-0.4	14%[57.1 µM]	10%[57.1 µM]	-3%	14
CCn1ncc(NC(=S)NCCc2ccccc2)c1C(N)=O	-0.7	1%	-1	0%	-1.2	-11%	5%	-19%	-2
C=CCN1C(=O)C(CC(=O)O)SC1=Nc1ccc(C)cc1 (configuration not stated)	-0.6	-2%	-7	0%	0.3	24%	6%	-22%	13
O=C(CCNS(=O)(=O)c1cccc2nsnc12)NCCc1ccccc1	-0.4	?	1	3%	0.0	-7%[57.1 µM]	12%[57.1 µM]	-4%	15
C[C@H](N)c1nnc(SCC(N)=O)o1	0.4	-2%	-6	-4%	0.2	20%	5%	-6%	-2
Cc1cc2c3c(c1)C1(SCC(=O)N1c1ccc(F)cc1)C(=O)N3C(C)(C)CC2C (configuration not stated)	1.9	-5%	-4	1%	0.4	2%	-2%	-8%	-33
NC1=NC(=O)C2(COC(c3cccnc3)OC2)S1 (configuration not stated)	0.6	1%	3	13%	0.7	13%[57.1 µM]	5%	-5%	-3
CCOc1ccc(-c2c(C(=O)N/N=C(\C)c3cccnc3)nnn2-c2nonc2N)cc1	0.2	0%	2	-13%	0.1	7%	-6%	-21%	4
CN(CC(=O)Nc1ccccc1Cl)C(=O)c1cc(-c2cccs2)nn1-c1ccccc1	-0.1	6%	-5	-2%	-0.3	15%	6%	-6%	-16
O=C(Cn1c2ccccc2c2nc3n(c(=O)c21)CCS3)N1CCCC1	-0.3	-1%	0	-10%	-0.8	5%	16%	-5%	10
CNC(=S)NCCc1ccccc1	0.1	-3%	1	1%	0.4	19%[57.1 µM]	3%[57.1 µM]	-3%	-14
O=C(Nc1ccc(F)cc1Cl)n1ncc2cc(Cl)ccc21	-0.7	-3%	-1	32%[activator]	0.9	10%	-4%	7%	nt
Cc1cccc(N2CCN(C(=O)c3ccc(Nc4nc5ccccc5n5nnnc45)cc3)CC2)c1C	0.5	-1%	2	-27%	-0.9	9%	1%	-10%	nt
Cc1ccccc1-n1c(SCC(=O)Nc2cccc3ccccc23)nc(O)cc1=O	0.5	-5%	-8	-8%	0.0	15%	-1%	-20%	-6
Cc1c(C)c2c(OCC(=O)N[C@@H](C(=O)O)c3ccccc3)cc3c(c2oc1=O)CCC(C)(C)O3	-0.1	-7%	-2	-4%	0.1	17%	644%[activator]	-34%	30*
COc1cc2[nH]c(=O)n(CCCC(=O)NCCc3ccccc3)c(=O)c2cc1OC	0.7	1%	-11	14%	-0.2	3%	24%	-6%	-18
CC(C)OC(=O)c1cc2c(ccn2C)n1CC(=O)N(Cc1ccccc1)c1ccccc1	-0.1	9%	-7	1%	0.1	-4%	5%	-18%	19
CCOc1ccc(/C=C2\SC(=S)N(CCCC(=O)NCCCN3CCOCC3)C2=O)cc1	1.0	3%	-8	4%	1.6	-1%	-4%	-11%	13
COc1ccccc1OCCSc1nc(-c2ccc(C(C)(C)C)cc2)nc2cc(=O)[nH]n12	0.5	?	1	-24%	-0.1	62%[activator][57.1 µM]	38%[activator][57.1 µM]	?	nt

Pulled by compound from the entries so far, two records:
SMILES	TRHR ag	Pin1 inhibitor	TRHR PAM	IDH1 R132H inh	D2 agonist	rTrxR1 inhibitor	TrxR1 substrate	USP1-UAF1 inh	D2 antag
Cc1c(C)c2c(OCC(=O)N[C@@H](C(=O)O)c3ccccc3)cc3c(c2oc1=O)CCC(C)(C)O3	-0.1	-7%	-2	-4%	0.1	17%	644%[activator]	-34%	30*
Cc1ccccc1-n1c(SCC(=O)Nc2cccc3ccccc23)nc(O)cc1=O	0.5	-5%	-8	-8%	0.0	15%	-1%	-20%	-6

High-throughput results: PubChem BioAssay, National Center for Advancing Translational Sciences (NCATS)
